Assay outcomes: PubChem BioAssay, Broad Institute
p53 PUMA act: re-activators of the mutant p53 pathway. SW480 PUMA-promoter luciferase, p53 mutant reactivation. activation, % at 9.98 µM. 28,000 compounds, 1.5% hits. AID 624151; in the data active means activation above about 52%
STK33 kin inh: inhibitors of human STK33 kinase; Q9BYT3; ADP-Glo luminescence, MBP substrate; inhibition, % at 12.5 µM; 27,000 compounds, 0.44% hits; AID 2322; in the data active means inhibition above about 20%
Target sequence (Q9BYT3 whole entry, looked up): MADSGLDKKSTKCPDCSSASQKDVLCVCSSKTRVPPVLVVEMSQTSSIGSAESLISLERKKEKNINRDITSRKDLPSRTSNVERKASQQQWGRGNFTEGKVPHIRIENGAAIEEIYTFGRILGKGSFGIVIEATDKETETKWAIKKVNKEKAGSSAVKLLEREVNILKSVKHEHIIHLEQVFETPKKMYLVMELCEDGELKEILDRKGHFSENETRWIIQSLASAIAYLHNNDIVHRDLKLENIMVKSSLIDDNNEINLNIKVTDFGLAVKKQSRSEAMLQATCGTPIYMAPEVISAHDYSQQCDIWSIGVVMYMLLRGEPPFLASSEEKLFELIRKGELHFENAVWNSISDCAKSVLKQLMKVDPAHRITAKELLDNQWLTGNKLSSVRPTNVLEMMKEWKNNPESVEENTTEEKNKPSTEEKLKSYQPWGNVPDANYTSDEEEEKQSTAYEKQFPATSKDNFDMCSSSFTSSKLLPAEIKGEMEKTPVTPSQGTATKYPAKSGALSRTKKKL
The depositor's hits bear a star; nt = not tested or not shown; & = joins results of further samples.

SMILES	p53 PUMA act	STK33 kin inh
Cc1cc(C)c(S(=O)(=O)N(C)CC(=O)Nc2cccc([N+](=O)[O-])c2)c(C)c1	9.9	-1.7
CC1(C)Cc2nc3sc4c(SCC(=O)NCc5ccco5)ncnc4c3cc2CO1	-22.3	6.6
COc1cc2c(cc1OC)CN(C(=O)[C@H]1[C@@H]3C(=O)O[C@@H](c4ccccc4)[C@@H](c4ccccc4)N3[C@@H](c3ccc(O)cc3)[C@]13C(=O)Nc1ccccc13)CC2	nt	3.8
C[C@H](CO)N1C[C@H](C)[C@@H](CN(C)CC2CC2)Oc2ccc(NC(=O)Nc3ccc(C(F)(F)F)cc3)cc2CC1=O	0.9	nt
COc1ccc(Cl)cc1NC(=O)CN(c1ccc(I)cc1)S(C)(=O)=O	-11.5	-8.4
Cc1cc(C)c(C)c(S(=O)(=O)NCc2cccnc2)c1C	-6.9	7.5
Cn1c2ccccc2c2nnc(Sc3ccc4nsnc4c3[N+](=O)[O-])nc21	14.2	0.6
C[C@@H]1CCCCO[C@@H](CN(C)Cc2ccc(C(=O)O)cc2)[C@@H](C)CN([C@H](C)CO)C(=O)c2cc(NC(=O)Nc3cccc4ccccc34)ccc2O1	nt	0.5
C[C@@H]1CN([C@@H](C)CO)C(=O)Cc2cc(NC(=O)Cc3cn(C)c4ccccc34)ccc2O[C@H]1CN(C)C(=O)Nc1ccccc1	1.8	nt
[N-]=[N+]=NCc1ccccc1C[C@@]1(C(=O)NCc2ccccc2)N=C(c2ccc(OCCCO)cc2)O[C@@H]1c1ccccc1	nt	-2.9
C[C@@H]1CN([C@H](C)CO)S(=O)(=O)c2ccc(C#Cc3ccc(F)cc3)cc2O[C@H]1CN(C)C(=O)CN(C)C	-23.0	nt
C[C@@H]1CCCCO[C@@H](CN(C)Cc2ccncc2)[C@H](C)CN([C@@H](C)CO)C(=O)c2cc(NS(C)(=O)=O)ccc2O1	-4.4	nt
COc1ccc(S(=O)(=O)N(C)C[C@H]2Oc3c(NC(=O)Nc4cccc5ccccc45)cccc3C(=O)N([C@H](C)CO)C[C@@H]2C)cc1	-14.9	nt
C[C@@H]1CN([C@H](C)CO)C(=O)CCCn2nncc2CO[C@H]1CN(C)CC1CC1	nt	3.6
C[C@H]1CN([C@@H](C)CO)S(=O)(=O)c2ccc(-c3ccncc3)cc2O[C@H]1CN(C)S(=O)(=O)c1ccccc1F	-9.5	nt
Cc1cc(C)nc(SC(C)C(=O)Nc2cccc(Cl)c2)n1 (centres undefined)	0.9	-1.9
OC(COc1ccc(Cl)cc1)CSc1ccccn1 (centres undefined)	77.7*	4.1
Cc1noc(C)c1S(=O)(=O)N(C)C[C@@H]1OCCCC[C@H](C)Oc2ccc(NS(=O)(=O)c3cccs3)cc2C(=O)N([C@H](C)CO)C[C@@H]1C	-11.9	nt
C[C@H](CO)N1C[C@H](C)[C@H](CN(C)C(=O)CCCN(C)C)OCCCC[C@H](C)Oc2ccc(NC(=O)C3CCCCC3)cc2C1=O	9.3	nt
C[C@@H]1CN([C@@H](C)CO)C(=O)CCCn2nncc2CO[C@H]1CN(C)Cc1cccnc1	nt	-0.4
C[C@H]1CN([C@@H](C)CO)C(=O)c2cc(NC(=O)C3CC3)ccc2O[C@@H]1CN(C)S(C)(=O)=O	nt	-2.4
C[C@@H]1CN([C@@H](C)CO)C(=O)Cc2cc(NS(=O)(=O)c3cn(C)cn3)ccc2O[C@@H]1CN(C)C(=O)Nc1ccccc1	nt	-1.1
COc1ccc(C(=O)Nc2ccc(CN3C(=O)[C@]4(O[C@H](CC(=O)N5Cc6ccccc6C[C@H]5CO)[C@@H]([Si](C)(C)c5ccc(OC)cc5)[C@@H]4C)c4ccccc43)cc2)cc1	nt	4.5
C[C@@H]1CN([C@@H](C)CO)C(=O)c2cc(NC(=O)Cc3ccccc3)ccc2O[C@H]1CN(C)Cc1ccccc1	nt	-2.0
CNC[C@@H]1Oc2ncc(-c3ccc(C#N)cc3)cc2C(=O)N([C@H](C)CO)C[C@@H]1C	3.2	nt
C[C@H]1CN([C@@H](C)CO)C(=O)c2cc(NC(=O)Nc3cccc4ccccc34)ccc2O[C@H]1CN(C)C	-3.9	-1.6
C[C@@H]1CCCCO[C@H](CN(C)CC2CCCCC2)[C@@H](C)CN([C@H](C)CO)C(=O)c2cc(NC(=O)CCCN(C)C)ccc2O1	nt	-0.1
Cc1cc(C)c(NC(=O)CN(C)S(=O)(=O)c2ccc(F)cc2)c(C)c1	-9.6	0.0
CC(C)(CCO[C@@H]1O[C@H](CO[C@@H]2OC[C@@H](O)[C@H](O)[C@H]2O)[C@@H](O)[C@H](O)[C@H]1O)C[C@@H]1C(C(=O)O)=CC[C@]2(C(=O)O)C1=CCC1[C@@]3(C)CC[C@H](O[C@@H]4O[C@H](CO[C@@H]5O[C@H](CO)[C@@H](O)[C@H](O)[C@H]5O)[C@@H](O)[C@H](O)[C@H]4O)C(C)(C)C3CC[C@]12C (some centres undefined)	-74.0	-3.5
C[C@H](CO)N1C[C@H](C)[C@H](CN(C)Cc2ccncc2)Oc2c(NS(C)(=O)=O)cccc2C1=O	7.1	nt

Seven records drawn at random from the list so far, as already listed:
SMILES	p53 PUMA act	STK33 kin inh
C[C@@H]1CN([C@H](C)CO)C(=O)CCCn2nncc2CO[C@H]1CN(C)CC1CC1	nt	3.6
C[C@@H]1CN([C@@H](C)CO)C(=O)c2cc(NC(=O)Cc3ccccc3)ccc2O[C@H]1CN(C)Cc1ccccc1	nt	-2.0
CNC[C@@H]1Oc2ncc(-c3ccc(C#N)cc3)cc2C(=O)N([C@H](C)CO)C[C@@H]1C	3.2	nt
COc1ccc(Cl)cc1NC(=O)CN(c1ccc(I)cc1)S(C)(=O)=O	-11.5	-8.4
Cc1cc(C)c(C)c(S(=O)(=O)NCc2cccnc2)c1C	-6.9	7.5
COc1ccc(S(=O)(=O)N(C)C[C@H]2Oc3c(NC(=O)Nc4cccc5ccccc45)cccc3C(=O)N([C@H](C)CO)C[C@@H]2C)cc1	-14.9	nt
COc1cc2c(cc1OC)CN(C(=O)[C@H]1[C@@H]3C(=O)O[C@@H](c4ccccc4)[C@@H](c4ccccc4)N3[C@@H](c3ccc(O)cc3)[C@]13C(=O)Nc1ccccc13)CC2	nt	3.8

Next section:
SMILES	p53 PUMA act	STK33 kin inh
C[C@H](CO)N1C[C@H](C)[C@@H](CN(C)C)Oc2ccc(NC(=O)Nc3ccc4c(c3)OCO4)cc2CC1=O	1.2	nt
O=C(CSc1nnc2c(n1)[nH]c1ccccc12)Nc1cccc(C(F)(F)F)c1	-73.5	0.1
C[C@@H]1CN([C@@H](C)CO)C(=O)c2cccc(NC(=O)c3ccc(-c4nccs4)cc3)c2O[C@H]1CN(C)C(=O)Nc1ccc(F)cc1	9.9	nt
C[C@H](CO)N1C[C@H](C)[C@H](CN(C)Cc2ccc(Cl)c(Cl)c2)Oc2ccc(N(C)C)cc2CC1=O	14.6	4.1
COC(=O)CSc1nc(NC(C)C)nc(N2CCOCC2)n1	-5.7	0.8
COc1ccc(OC(=O)N(C)C[C@@H]2OCc3cn(nn3)CCCC(=O)N([C@@H](C)CO)C[C@H]2C)cc1	nt	-1.3
Cc1noc(C)c1NC(=O)Nc1ccc2c(c1)C(=O)N([C@H](C)CO)C[C@H](C)[C@@H](CN(C)Cc1ccc(Cl)c(Cl)c1)OCCCC[C@@H](C)O2	nt	-2.3
COc1ccc(CN(C)C[C@@H]2Oc3ccc(NC(=O)c4ccncc4)cc3CC(=O)N([C@H](C)CO)C[C@H]2C)cc1	4.1	0.8
COc1ccc(S(=O)(=O)N(C)C[C@H]2Oc3ccc(NC(=O)Cc4cn(C)c5ccccc45)cc3CC(=O)N([C@H](C)CO)C[C@H]2C)cc1	-10.8	2.8
Cc1cc(-c2ccccc2)nc(SCC(=O)Nc2ccc(OC(F)F)cc2)n1	11.9	0.1
N#Cc1ccccc1CSc1nnc(-c2ccc([N+](=O)[O-])cc2)n1-c1ccccc1	-7.2	-4.3
O=C(CCCn1cc([N+](=O)[O-])cn1)Nc1cc(F)ccc1F	1.2	1.6
C[C@H]1CN([C@@H](C)CO)C(=O)Cc2cc(NC(=O)CCC(F)(F)F)ccc2O[C@@H]1CN(C)Cc1ccncc1	nt	-2.3
C[C@H](CO)N1C[C@H](C)[C@@H](CN(C)C(=O)Nc2ccc(F)cc2)Oc2c(NC(=O)Nc3ccc(C(F)(F)F)cc3)cccc2C1=O	-10.5	nt
C[C@H](CO)N1C[C@H](C)[C@@H](CN(C)C(=O)Nc2ccccc2)OCCCC[C@H](C)Oc2ccc(NC(=O)CCCN(C)C)cc2C1=O	8.0	nt
COc1ccc(C)cc1NC(=O)NCCCN1CCN(c2ccccc2C)CC1	0.0	3.9
Cc1ccc(Cn2nc(C)c(NC(=O)c3nc4ncccn4n3)c2C)cc1	-11.8	1.8
COCCCNC(=O)[C@]1(Cc2ccccc2N=[N+]=[N-])N=C(c2ccc(OCCCO)cc2)O[C@@H]1c1ccccc1	nt	-0.3
C=CC1c2cc(O)c(OC)cc2CCN1Cc1cccc(OC(F)(F)F)c1 (centres undefined)	nt	-3.3
CN(CC(=O)Nc1ccc(C(N)=O)cc1)S(=O)(=O)c1ccc2ccccc2c1	10.1	0.7
O=C(COc1ccccc1)NC(=S)Nc1cc(-c2nc3ccccc3o2)ccc1Cl	26.1	4.3
COc1ccc(Cl)cc1NC(=O)CSc1nnc(-c2ccc(Br)cc2)o1	33.3	-0.6
COc1ccc(N(C(C)C(=O)Nc2ccc(Br)cc2)S(C)(=O)=O)cc1 (centres undefined)	-19.9	0.3
Cc1c(Nc2ncccc2C(=O)O)cccc1C(F)(F)F	17.1	0.1&1.0
C[C@H](CO)N1C[C@H](C)[C@H](CN(C)C(=O)NC2CCCCC2)Oc2ccc(NC(=O)Nc3ccc(C(F)(F)F)cc3)cc2C1=O	-35.1	0.0
C[C@H](CO)N1C[C@H](C)[C@H](CN(C)C(=O)CCC(F)(F)F)OCCCC[C@H](C)Oc2ccc(NC(=O)CCC(F)(F)F)cc2C1=O	-1.1	nt
Cc1ccc(S(=O)(=O)N(CC(=O)Nc2cccnc2)c2cc(C)cc(C)c2)cc1	-0.4	nt
C[C@H]1CN([C@@H](C)CO)S(=O)(=O)c2ccc(-c3cccc(F)c3)cc2O[C@@H]1CN(C)C(=O)Nc1cc(F)ccc1F	-43.1	nt
COc1cc(NC(=O)Cn2nc(C(F)(F)F)c(Cl)c2C)cc(OC)c1OC	-7.7	1.3
COc1ccc(NC(=O)CNC(=O)c2ccccc2)cc1Cl	40.4	-2.7
Cc1cc(CNC(=S)Nc2ccc(S(N)(=O)=O)cc2)nn1C	-4.8	1.7
Cc1ccnc(N)c1	nt	-0.1
COCC#Cc1ccc2c(c1)O[C@@H](CN(C)Cc1cncnc1)[C@@H](C)CN([C@H](C)CO)S2(=O)=O	-5.0	nt
O=C(C[C@H]1C[C@@H]2c3cc(NS(=O)(=O)c4ccc(F)cc4)ccc3O[C@@H]2[C@@H](CO)O1)NCCN1CCCCC1	9.4	nt
C/C(=C\CC[C@@H](C)[C@H]1CC(O)[C@@]2(C)C3CC[C@H]4C(C)(C)[C@@H](O[C@@H]5OC(COC6OC(CO)C(O)C(O)C6O)C(O)C(O)C5O)CC[C@@]45C[C@@]35CC(O)[C@]12C)C(=O)OC1OC(CO)C(O)C1O (some centres undefined)	3.9	8.9
C[C@H](CO)N1C[C@H](C)[C@H](CN(C)Cc2ccccc2)Oc2ccc(NC(=O)Nc3ccc(F)cc3)cc2CC1=O	nt	0.6
C[C@H]1CN([C@@H](C)CO)C(=O)Cc2cc(NC(=O)C3CC3)ccc2O[C@H]1CN(C)Cc1ccc(Oc2ccccc2)cc1	nt	-1.4
Cc1noc(C)c1S(=O)(=O)N(C)C[C@@H]1OCc2cn(nn2)CCCC(=O)N([C@@H](C)CO)C[C@@H]1C	nt	3.1
COc1cccc2cc(C(=O)C3C(=O)C(=O)N(c4cc(C)on4)C3c3ccccc3)oc12 (centres undefined)	-40.9	-5.3
COC(=O)C[C@H]1C(C)(C)[C@H](OC(C)=O)[C@]2(O)CC3=C4CC(=O)O[C@@H](c5ccoc5)[C@]4(C)CCC3[C@@]1(C)C2=O (some centres undefined)	nt	-1.7
CCC(=O)N(C)C[C@@H]1Oc2ncc(C#Cc3ccccc3OC)cc2C(=O)N([C@@H](C)CO)C[C@@H]1C	6.1	nt
Cc1cccc(N2C(=O)CC(SCC(=O)Nc3ccccc3)C2=O)c1 (centres undefined)	0.3	-0.9
CCOC(=O)c1c(NC(=O)CSc2nnc(C)s2)sc2c1CCCCC2	7.8	2.5
C[C@@H]1CN([C@H](C)CO)S(=O)(=O)c2ccc(C#CCN(C)C)cc2O[C@@H]1CN(C)Cc1ccncc1	-3.8	nt
C[C@@H]1CN([C@@H](C)CO)C(=O)Cc2cc(NS(=O)(=O)c3ccc(F)cc3)ccc2O[C@@H]1CN(C)Cc1ccccc1	nt	0.8
COCC#Cc1ccc2c(c1)O[C@@H](CN(C)Cc1ccc3c(c1)OCO3)[C@H](C)CN([C@H](C)CO)S2(=O)=O	-30.6	nt
CS(=O)(=O)N(CC(=O)Nc1ccc(Br)cc1F)c1ccccc1Cl	-5.1	-1.7
COc1ccc(S(=O)(=O)N(C)C[C@@H]2Oc3ccc(NS(=O)(=O)c4cn(C)cn4)cc3CC(=O)N([C@H](C)CO)C[C@@H]2C)cc1	3.1	2.2
Cn1c(SCc2ccccc2C#N)nnc1-c1ccncc1	5.7	-2.3
COc1ccc([N+](=O)[O-])cc1N(CC(=O)Nc1cccc(C(F)(F)F)c1)S(C)(=O)=O	-6.4	-3.3
C[C@@H]1CN([C@@H](C)CO)C(=O)Cc2cc(NC(=O)Nc3ccccc3)ccc2O[C@@H]1CN(C)Cc1ccc(-c2ccccc2)cc1	nt	3.0
CC(C)n1cnc2c(NCc3ccccc3)nc(NCCO)nc21	92.0*	35.4*
CC1(C)[C@@H]2CC=C(CO[C@@H]3O[C@H](CO[C@@H]4O[C@@H](CO)[C@H](O)[C@H]4O)[C@@H](O)[C@H](O)[C@H]3O)[C@H]1C2	nt	0.3

Not all compounds are listed. The share of hits here may be higher or lower than overall.
